Pin1 inh = human Pin1 inhibition; 390,000 compounds, 0.009% hits; Q13526; Potency, µM (doses to about 115 µM), inactives show top-dose activity, negative = inhibition, most hits filed as inhibitors; Pin1 FP peptide displacement, HiFluor488, 10 min; AID 504891; active = well fitted inhibition curve with a large enough effect in the polarisation, with a control signal flat, not every such curve was filed as active; inconclusive = small, poorly fitted or top-dose-only effect, or effect the other way, or a change in a side signal; inactive = no such curve, though single readings can be large or run the other way; the % refers to the polarisation; note: potency is the fitted concentration of half-maximal effect; % is set by controls: 0 for no effect and ±100 for the full control effect
Target sequence (Q13526 whole entry, looked up): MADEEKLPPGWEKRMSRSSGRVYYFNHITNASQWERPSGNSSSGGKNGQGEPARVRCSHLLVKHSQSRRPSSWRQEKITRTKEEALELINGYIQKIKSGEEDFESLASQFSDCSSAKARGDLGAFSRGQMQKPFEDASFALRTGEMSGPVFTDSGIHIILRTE
GLS inh = glutaminase GLS (human) inhibition | Potency, µM (titrated, usually from 45.5 µM), inactives show at the highest dose activity change, negative = inhibition, actives largely listed as inhibitors | AID 624170 | O94925 | 410,000 compounds, 0.21% hits | GLS enzymatic activity, qHTS titration; note: potency is the fitted concentration of half-maximal effect; % is set by controls: 0 for no effect and ±100 for the full control effect
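Assay buffer: 45 mM KH2PO4 pH 8.2, 0.02% Tween-20. hKGA acts on L-glutamine (1 mM solution added); product glutamate is reported by an oxidase/peroxidase Amplex Red coupling, with fluorescence taken at baseline and 30 min.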
PI4K2A block = inhibitors of human PI4K2A. Q9BTU6. purified PI4K2A, ADP-Glo luminescence, 1 h; active compounds read low. activity change, negative = inhibition, % at 76.9 µM. 420,000 compounds, 0.13% hits; in the data active = activity change below about -50%; inconclusive = mostly about -30% to -49%;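 note: -100% = wells without enzyme as full effect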
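ADP-Glo luminescence measured ADP generated by PI4K2A enzyme (4 ug/mL before mixing) with 1.2 mM PI substrate (pre-mix) and 300 microM ATP (pre-mix). Tris pH7.5 buffer with MgCl2, Triton X-100; 1 h reaction at ambient temperature.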
Tb PGK inh = inhibitors of T. brucei phosphoglycerate kinase; PGK/GAPDH coupled, Kinase-Glo luminescence, 60 min; Potency, µM (titrated, usually from 57.5 µM), for inactives: at the highest dose activity change, negative = inhibition, hits mostly inhibitors; 380,000 compounds, 0.043% hits; note: potency is the fitted concentration of half-maximal effect; % is set by controls: 0 for no effect and ±100 for the full control effect; nearly all actives have a fitted effect of over 60% in size
Target sequence (P07378 whole entry, looked up): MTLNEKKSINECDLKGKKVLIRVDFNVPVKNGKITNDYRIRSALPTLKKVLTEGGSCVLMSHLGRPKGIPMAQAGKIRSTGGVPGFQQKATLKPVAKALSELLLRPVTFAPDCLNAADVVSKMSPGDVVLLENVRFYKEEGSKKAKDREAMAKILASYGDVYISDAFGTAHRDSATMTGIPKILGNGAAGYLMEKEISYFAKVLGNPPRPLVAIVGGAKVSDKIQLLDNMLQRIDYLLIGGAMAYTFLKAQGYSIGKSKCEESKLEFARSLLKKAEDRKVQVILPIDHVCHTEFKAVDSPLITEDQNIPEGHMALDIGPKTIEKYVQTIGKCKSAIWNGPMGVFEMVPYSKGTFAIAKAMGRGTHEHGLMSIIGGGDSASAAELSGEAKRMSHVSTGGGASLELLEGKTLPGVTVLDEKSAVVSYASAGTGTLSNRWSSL
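Luminescent ATP detection (Kinase-Glo Plus) follows a 60-minute room-temperature incubation, with wells lacking PGK as controls. Buffer: 100 mM TEA (pH 7.6), 5 mM MgCl2, 0.01% Tween-20. Coupling enzyme GAPDH (100 nM final) supplies unstable 1,3-BPG in-well.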
HP1b binding inh = inhibitors of HP1-beta chromodomain binding to methylated histone tails; Potency, µM (series often up to 114 µM), inactives show top-dose activity change, negative = inhibition, actives largely listed as inhibitors; 390,000 compounds, 0.56% hits; AlphaScreen HP1-beta / biotin-H3K9me3 peptide binding; P83916; note: potency is the fitted concentration of half-maximal effect; nearly all actives have a fitted effect of over 70% in size; inactives centre near 23
Target sequence (P83916 whole entry, looked up): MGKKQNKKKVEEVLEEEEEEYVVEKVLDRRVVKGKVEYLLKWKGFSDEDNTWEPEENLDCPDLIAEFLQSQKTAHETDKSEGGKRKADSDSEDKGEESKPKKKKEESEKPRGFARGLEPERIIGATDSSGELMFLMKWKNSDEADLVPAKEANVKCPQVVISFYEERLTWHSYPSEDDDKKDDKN
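Compound inhibition of the preformed complex between 50 nM HP1-beta and 50 nM biotinylated H3K9me3 peptide was read by AlphaScreen. Buffer was PBS pH 7.4 with 0.01% Tween-20. Incubations ran 30 min at room temperature, with 10 ug/mL donor/acceptor beads.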
USP1-UAF1 inh = USP1/UAF1 (human) deubiquitinase inhibition. Potency, µM (top dose mostly 57.1 µM), inactives show at the top dose activity change, negative = inhibition, most hits filed as inhibitors. O94782. 390,000 compounds, 0.23% hits. recombinant USP1/UAF1, Ub-Rhodamine cleavage fluorescence. AID 743255; note: potency is the fitted concentration of half-maximal effect; % is set by controls: 0 for no effect and ±100 for the full control effect; nearly all actives have a fitted effect of over 60% in size; inactives centre near -12
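Step one: compound is pinned into 1nM USP1/UAF1 in HEPES pH 7.8 buffer with TCEP. Step two: 15 min room-temperature incubation. Step three: Ub-Rho (150nM final) starts cleavage, tracked by fluorescence over six one-minute reads.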
mIDH1 inhibitor = blocks human mutant IDH1 R132H enzyme | O75874 | IDH1-R132H enzyme, NADPH consumption, diaphorase/resazurin fluorescence | Potency, µM (doses to about 76.6 µM), for inactives: at the top dose activity change, negative = inhibition, most hits filed as inhibitors | 390,000 compounds, 0.093% hits | AID 602179; note: potency is the fitted concentration of half-maximal effect; % is set by controls: 0 for no effect and ±100 for the full control effect; nearly all actives have a fitted effect of over 65% in size
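IDH1-R132H (0.5 ug/mL dispensed) in pH 7.5 Tris buffer was preincubated 30 min with compound, then given a substrate mix of 0.016 mM NADPH and 2 mM alpha-KG for 80 min at room temperature; remaining NADPH was read by diaphorase/resazurin fluorescence.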
TrxR1 substrate = rat thioredoxin reductase 1 substrate activity | 390,000 compounds, 0.01% hits | purified TrxR1 substrate turnover, NADPH consumption readout | Potency, µM (titrated, usually from 114 µM), inactives show at the top dose activity change, negative = substrate turnover | AID 588456; note: potency is the fitted concentration of half-maximal effect; % is set by controls: 0 for no effect and ±100 for the full control effect; nearly all actives have a fitted effect of over 50% in size
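Rat TrxR1, dispensed at 90 nM, was prereduced with 400 uM NADPH (final) for 5 min at ~22 deg C, then incubated with compound 15 min before 400 uM selenite. A first-read NADPH fluorescence drop versus no-compound background flagged substrates.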
rTrxR1 inhibitor = rat TrxR1 inhibition; O89049; recombinant rTrxR1, NADPH fluorescence consumption, selenite substrate; Potency, µM (doses to about 114 µM), for the others: at the highest dose activity change, negative = inhibition, most hits filed as inhibitors; 390,000 compounds, 1% hits; note: potency is the fitted concentration of half-maximal effect; % is set by controls: 0 for no effect and ±100 for the full control effect; nearly all actives have a fitted effect of over 65% in size
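Rat TrxR1 (90 nM in the dispensed reagent) was pre-reduced with 400 uM NADPH for 5 min at room temperature, then incubated with compound for 15 min. After 400 uM selenite was added, NADPH fluorescence (Ex 340/Em 450 nm) was followed for 8 min.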
The depositor's hits bear a star; i = inactive; ? = inconclusive; [ ] = dose if it differs, or a comment. Unless noted, calls come from the whole dose curve; as a rule, active = well fitted curve in the direction sought with a large enough effect; inconclusive = small, poorly fitted or top-dose-only effect, or another doubt; inactive = no such curve, though single readings can be large; an effect the other way counts as inactive or inconclusive. The list is partial; rates above refer to the full screens.

| compound | TrxR1 substrate | Tb PGK inh | PI4K2A block | Pin1 inh | rTrxR1 inhibitor | mIDH1 inhibitor | HP1b binding inh | USP1-UAF1 inh | GLS inh |
| --- | --- | --- | --- | --- | --- | --- | --- | --- | --- |
| CO/C=C\C=C/c1nnn(-c2ccc(Cl)cc2)n1 | 3% | i | 11 | 10% | ? | -2% | 44%[activator] | -27% | -15% |
| Cc1ccc(SCC(=O)OCC(=O)N2CCN(C(=O)c3ccco3)CC2)c(C)c1 | 2% | -10% | 0 | 1% | -22% | 10% | 8% | 1% | 23% |
| COc1cccc(C2CC(c3cccc(NS(C)(=O)=O)c3)=NN2C(=O)c2ccccc2)c1OC (centres undefined) | -5% | -1% | 3 | ? | 6% | 4% | 15% | -14% | 9% |
| Cc1ccc(C)c(-n2c(-c3csc(C)c3)n[nH]c2=S)c1 | 12% | -8% | 1 | -4% | -4% | 2% | -1% | -4% | ? |
| Cc1ccc(CNS(=O)(=O)NCc2ccccc2F)cc1 | -4% | 3% | -1 | 1% | 16% | -19% | 43%[activator] | -12% | 8% |
| CCOc1ccc(C2C(C(=O)Nc3ccccc3)=C(C)Nc3nc(-c4ccccc4Cl)nn32)cc1OC (centres undefined) | 8% | 3% | 1 | ? | 16% | -13% | 0% | -19% | 12% |
| O=C(CN1c2ccccc2S(=O)(=O)c2ccccc21)Nc1cccc(C(F)(F)F)c1 | -5%[57.1 µM] | -7% | 0 | 4% | 13%[57.1 µM] | -12% | 25% | -14% | -4% |
| CCOC(=O)c1c(C)c[nH]c1C | -5%[57.1 µM] | -8% | -4 | 2% | -2%[57.1 µM] | 0% | -9% | -11% | 13% |
| COc1cccc(-c2cc(C(=O)N3CCN(S(=O)(=O)c4ccc(Br)cc4)CC3)[nH]n2)c1 | 1% | -1% | -2 | 13% | 3% | -12% | 31% | -7% | 2% |
| CC1=NN(C(=O)COc2ccc(C)c(C)c2)C(O)(c2ccccc2)C1 (centres undefined) | -2% | 1% | 1 | 0% | 4% | 3% | 17%[57 µM] | -23% | 0% |
| C=CCOc1ccc(-c2nc3c(c(=O)[nH]c(=O)n3CCC)n2CCCC)cc1 | 12%[57.1 µM] | -6% | 1 | -2% | 17%[57.1 µM] | -8% | -3% | -14% | 2% |
| C#CCOCCOCCOCCNc1nc(N2CCN(C(=O)Cn3cc(CCO)nn3)CC2)nc(N2CCN(C(=O)Cn3cc(CCCN=C(N)N)nn3)CC2)n1 | -1% | i | 0 | 0% | 19% | -16% | 31%[activator] | ? | 3% |
| O=C(O)C1CCN(C(=O)c2cccc3ccccc23)CC1 | -3% | -11% | -3 | 1% | -7% | 0% | 14% | -16% | 3% |
| Cn1c(NC(=O)c2ccccc2Br)cc(=O)n(C)c1=O | 2% | i | -3 | -2% | 31% | 2% | 17% | -4% | -2% |
| CCc1ccc(OCc2n[nH]c(=S)n2Cc2ccccc2)cc1 | -10% | -4% | 3 | -5% | -12% | 0% | -2% | -14% | -9% |
| COc1ccc(S(=O)(=O)N(C)C)cc1NC(=O)CN1C(=O)NC2(CCCC2)C1=O | 4% | 0% | 0 | 0% | 11% | -3% | 10% | -14% | 1% |
| CSc1ccc(S(=O)(=O)NC2CC2)cc1 | 0% | -1% | 2 | 0% | 14% | -15% | 13% | -8% | -1% |
| Cc1ccc(Nc2nc(CSc3nnnn3-c3ccccc3)cs2)cc1 | -9% | -1% | 3 | 36%[activator] | 13%[57.1 µM] | -2% | 4% | -23% | -3% |
| COc1oc(-c2ccc(Cl)cc2)nc1C(F)(F)F | -3%[57.1 µM] | 4% | -4 | -1% | 5%[57.1 µM] | 3% | 25% | -11% | -10% |
| O=[N+]([O-])c1ccc(N/N=C\c2ccccc2OCc2ccccc2)cc1 | -5% | i | -2 | ? | -9% | 6% | 29% | -25% | 1% |

Eight successive entries out of the list so far, quoted:
| compound | TrxR1 substrate | Tb PGK inh | PI4K2A block | Pin1 inh | rTrxR1 inhibitor | mIDH1 inhibitor | HP1b binding inh | USP1-UAF1 inh | GLS inh |
| --- | --- | --- | --- | --- | --- | --- | --- | --- | --- |
| CC1=NN(C(=O)COc2ccc(C)c(C)c2)C(O)(c2ccccc2)C1 (centres undefined) | -2% | 1% | 1 | 0% | 4% | 3% | 17%[57 µM] | -23% | 0% |
| C=CCOc1ccc(-c2nc3c(c(=O)[nH]c(=O)n3CCC)n2CCCC)cc1 | 12%[57.1 µM] | -6% | 1 | -2% | 17%[57.1 µM] | -8% | -3% | -14% | 2% |
| C#CCOCCOCCOCCNc1nc(N2CCN(C(=O)Cn3cc(CCO)nn3)CC2)nc(N2CCN(C(=O)Cn3cc(CCCN=C(N)N)nn3)CC2)n1 | -1% | i | 0 | 0% | 19% | -16% | 31%[activator] | ? | 3% |
| O=C(O)C1CCN(C(=O)c2cccc3ccccc23)CC1 | -3% | -11% | -3 | 1% | -7% | 0% | 14% | -16% | 3% |
| Cn1c(NC(=O)c2ccccc2Br)cc(=O)n(C)c1=O | 2% | i | -3 | -2% | 31% | 2% | 17% | -4% | -2% |
| CCc1ccc(OCc2n[nH]c(=S)n2Cc2ccccc2)cc1 | -10% | -4% | 3 | -5% | -12% | 0% | -2% | -14% | -9% |
| COc1ccc(S(=O)(=O)N(C)C)cc1NC(=O)CN1C(=O)NC2(CCCC2)C1=O | 4% | 0% | 0 | 0% | 11% | -3% | 10% | -14% | 1% |
| CSc1ccc(S(=O)(=O)NC2CC2)cc1 | 0% | -1% | 2 | 0% | 14% | -15% | 13% | -8% | -1% |

Bioassay records: PubChem, National Center for Advancing Translational Sciences (NCATS)
